EPAC1 antag = EPAC1 (human) antagonism; Potency, µM (top dose mostly 115 µM), for the others: top-dose activity change, negative = inhibition, usual class: inhibitors; actives 0.14% (n = 360,000); EPAC1 GEF assay, Rap1b-BODIPY-GDP exchange fluorescence;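 further: potency means the concentration at half of the fitted maximal effect; plate controls were vehicle for no effect and positive control for full effect; nearly all actives have a fitted effect of over 50% in size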
PLK1 PBD block = inhibitors of human PLK1 polo-box domain binding | AID 720504 | Potency, µM, without a hit: max response, negative = inhibition, most hits filed as inhibitors | actives 2.8% (n = 360,000) | P53350 | Plk1 PBD binding of FITC phosphopeptide, fluorescence polarization; further: potency means the concentration at half of the fitted maximal effect; series mostly up to about 57 µM; on the % scale 0 is the no-effect control and ±100 the full control effect; nearly all actives have a fitted effect of over 65% in size
Target sequence (P53350 whole entry, looked up, the tested form may be a part): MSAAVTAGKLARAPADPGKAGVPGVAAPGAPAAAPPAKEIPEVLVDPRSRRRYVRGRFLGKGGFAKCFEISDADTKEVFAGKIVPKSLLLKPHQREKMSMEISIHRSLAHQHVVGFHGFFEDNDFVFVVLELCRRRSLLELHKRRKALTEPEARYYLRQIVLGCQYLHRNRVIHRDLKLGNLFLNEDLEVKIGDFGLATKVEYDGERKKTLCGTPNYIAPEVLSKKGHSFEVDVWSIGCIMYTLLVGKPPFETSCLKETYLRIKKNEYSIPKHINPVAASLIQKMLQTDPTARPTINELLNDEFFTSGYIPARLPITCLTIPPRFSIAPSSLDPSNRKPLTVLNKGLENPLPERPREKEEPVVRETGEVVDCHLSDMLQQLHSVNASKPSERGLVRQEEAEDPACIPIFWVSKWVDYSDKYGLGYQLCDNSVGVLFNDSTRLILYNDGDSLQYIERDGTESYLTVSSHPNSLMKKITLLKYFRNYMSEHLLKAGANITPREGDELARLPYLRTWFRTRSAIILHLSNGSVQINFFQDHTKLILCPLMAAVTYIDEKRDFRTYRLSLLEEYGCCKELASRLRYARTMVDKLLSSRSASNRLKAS
CCT chaperon mod = changes cytosolic chaperonin activity. purified chaperonin ATPase assay, HTRF ADP detection, 30 min. activity change, % (no concentration beside the values), hits read low. actives 0.3% (n = 360,000). AID 651819; in the data active means activity change below about -30%; further: on the % scale 0 is the no-effect control and ±100 the full control effect
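First, chaperonin was dispensed at 40 nM or 20 nM final depending on batch activity. Next, compounds were pinned at 76 uM and ATP added at 10 uM. After 30 min at 37 °C, ADP detection reagents ran 30 min at ambient temperature.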
EPAC1 ag = activates human EPAC1 exchange factor; Potency, µM (highest dose often 154 µM), without a hit: at the top dose activation, hits mostly activators; AID 720707; O95398; EPAC1 agonist qHTS, biochemical assay; response scale: 100% = response to 6.5 mM cAMP; actives 0.073% (n = 360,000); further: potency means the concentration at half of the fitted maximal effect; nearly all actives have a fitted effect of over 60% in size
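Read-out is the fluorescence drop as BODIPY-GDP leaves Rap1B (480 nm excitation, 540 nm emission), recorded every 5 minutes over 30 minutes. Reactions held 100 nM EPAC1, 250 nM Rap1B–BODIPY-GDP and 50 uM GDP, with 6.5 mM cAMP setting full activation.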
IL-2 act = IL-2 activation; IL-2 activation reporter assay, cell-based qHTS; stimulated with anti-CD3/CD4/CD28 beads; in transgenic mouse T cells; activation, % (series mostly up to about 46 µM); actives 0.065% (n = 360,000); AID 652025; in the data active means activation above about 50%; inconclusive means mostly about 30% to 49%; further: 0% is about no effect
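EGFP and DsRed fluorescence is measured by plate cytometry in unstimulated transgenic mouse T cells exposed to compound for 60 minutes, then stimulated 18 hours at 37 degrees C with anti-CD3/anti-CD4 beads plus anti-CD28.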
WRN helicase inh = WRN helicase (human) inhibition | Q14191 | WRN helicase unwinding, fluorescent forked duplex, kinetic | Potency, µM (highest dose often 114 µM), for inactives: at the highest dose activity change, negative = inhibition, most hits filed as inhibitors | actives 0.46% (n = 360,000); further: potency means the concentration at half of the fitted maximal effect; on the % scale 0 is the no-effect control and ±100 the full control effect; nearly all actives have a fitted effect of over 55% in size
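Fluorescence dequenching readout, ex 525 nm/em 598 nm, kinetic mode: forked duplex DNA (100 nM final) with adjacent fluorophore and quencher unwound by WRN (20 nM final) with 2 mM ATP. Compound preincubation 15 min, room temperature.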
PI5P4Ka inh = PI5P4K alpha (human) kinase inhibition; AID 652105; PI5P4Kalpha enzyme, ADP-Glo luminescence, 60 min; stronger effect = lower value; actives 1.2% (n = 330,000); max response, %; P48426; active means max response of -50% or lower; inconclusive means between -30% and -50%; inactive means -30% or higher; further: value at the top dose of about 77 µM; on the % scale 0 is the no-effect control and ±100 the full control effect
Target sequence (P48426 whole entry, looked up): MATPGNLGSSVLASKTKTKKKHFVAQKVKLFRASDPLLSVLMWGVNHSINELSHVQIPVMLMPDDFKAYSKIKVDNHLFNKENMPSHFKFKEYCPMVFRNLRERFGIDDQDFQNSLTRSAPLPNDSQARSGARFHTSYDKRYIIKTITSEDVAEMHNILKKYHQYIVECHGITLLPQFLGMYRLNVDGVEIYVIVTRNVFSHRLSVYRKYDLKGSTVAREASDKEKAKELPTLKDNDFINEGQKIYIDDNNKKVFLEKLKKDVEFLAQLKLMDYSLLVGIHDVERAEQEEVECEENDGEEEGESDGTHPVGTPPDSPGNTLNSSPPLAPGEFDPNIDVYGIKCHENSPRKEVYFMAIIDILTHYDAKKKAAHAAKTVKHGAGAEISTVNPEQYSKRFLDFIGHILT
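ADP-Glo luminescence end-point read after a 60 min room-temperature kinase reaction of PI5P4Kalpha plus substrate, initiated with ATP at 5 microM final. Buffer: 0.038 M HEPES pH 7.4, EGTA, 0.1% CHAPS, 5% DMSO.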
EPAC2 agonist = agonists of human EPAC2 (RAPGEF4). Q8WZA2. EPAC2 activation, biochemical qHTS; response scale: 100% = 6.5 mM cAMP response. Potency, µM (doses to about 154 µM), without a hit: top-dose activation, most hits filed as activators. actives 0.079% (n = 360,000). AID 720711; further: potency means the concentration at half of the fitted maximal effect; nearly all actives have a fitted effect of over 50% in size
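qHTS, titration series. 100 nM EPAC2 / 250 nM Rap1B-BODIPY-GDP / 50 uM GDP; RT; ex 480/em 540 nm, 5-min reads to 30 min. Norm. to 6.5 mM cAMP = activation.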
* hit, by the source's call; ? = inconclusive; / = no result given; [ ] = another dose, or the depositor's remark. Unless noted, the call rests on the fitted dose curve; in most records, active means well fitted curve in the direction sought with a large enough effect; inconclusive means small, poorly fitted or top-dose-only effect, or another doubt; inactive means no such curve, though single readings can be large; an effect the other way counts as inactive or inconclusive.

SMILES	EPAC1 antag	PLK1 PBD block	CCT chaperon mod	EPAC1 ag	IL-2 act	WRN helicase inh	PI5P4Ka inh	EPAC2 agonist
O=C(NCc1cccs1)c1ccc(Cl)s1	0%	-9%	-2.7	8%	-1.2	2%	/	-5%
C[C@@H]1CN([C@H](C)CO)S(=O)(=O)c2ccc(C#Cc3ccccc3)cc2O[C@@H]1CN(C)C(=O)CN(C)C	-3%	7%	1.9	-7%	2.1	7%	5	-5%
C[C@H]1CN(S(=O)C(C)(C)C)[C@H](CCO)/C1=C\c1ccccc1 (stereo not given in full)	-6%	-23%	-0.2	-12%	-0.7	0%	-2	2%
O=S1(=O)CCC(N2CCOCC2)C1 (stereo not given)	-14%	-5%	-1.9	0%	0.2	5%	13	5%
COc1ccc(CN(Cc2cc3cc(C)ccc3[nH]c2=O)C(=O)N(C)C)cc1	-29%	-4%	-1.3	0%	2.3	11%	/	6%
CN=C(Nc1cc(C)nn1-c1ccccc1)c1ccccc1F	-1%	-8%	1.1	3%	1.3	-5%	/	5%
Cc1cc(Br)cn2c(Cc3ccccc3)c(-c3cccc(Cl)c3)nc12	-25%	-13%	-2.2	-3%	1.6	-14%	1	6%
CC1CCCCN1C(=O)COc1ccc2ccc(=O)oc2c1 (stereo not given)	9%	-18%	-4.4	-2%	0.8	12%	8	7%
O=C(CSc1nnnn1-c1cccnc1)Nc1ccccc1F	10%	-6%	-2.7	10%	-1.2	-25%	3	13%
COC(=O)c1ccccc1NC(=S)NC(=O)c1cccc2ccccc12	-1%	6.7µM*	-3.4	12%	-2.9	51%[activator]	-11	14%
C=CCn1c(=O)c(C(=O)Nc2ccccc2S(N)(=O)=O)c(O)c2ccccc21	-7%	-22%	-2.3	7%	-1.1	-1%	-8	6%
O=C(Nc1ccc(F)c(Cl)c1)c1cccnc1	6%	21µM*	2.0	8%	-0.5	-17%	-4	1%
COc1ccccc1CNC(=O)[C@@H]1CCCN1C(=O)C1CCN(S(=O)(=O)c2ccc(C)cc2)CC1	-8%	-10%	-0.4	1%	0.2	4%	-22	12%
COc1ccc(OC)c(CNC(=O)CCn2c(=O)c3cccn3c3ccc(F)cc32)c1	6%	-7%	-3.9	8%	-2.3	-2%	2	4%
CCOC(=O)c1c(C)c(C(=O)N2CCN(c3cccc(Cl)c3)CC2)c(C)n1C	-6%	-5%	-17	18%	0.4	-11%	/	7%
COc1ccc(-c2nc(C#N)c(N3CCN(c4ccccc4)CC3)o2)cc1	2%	-3%	0.3	-3%	-2.5	-4%	0	7%
Cc1ccccc1-c1nnn(CC(=O)c2ccc(S(=O)(=O)N3CCCC3)cc2)n1	-9%	-10%	-3.7	9%	-0.8	0%	0	15%
CN(C)/C=C(/C(=O)c1ccc(Cl)cc1)S(=O)(=O)c1ccccc1	-8%	-9%	-4.8	10%	-2.4	-6%	-2	5%
Cc1ccc(C2C=C(c3ccccc3)Nc3nc(N4C(=O)CCC4=O)nn32)cc1 (stereo not given)	-21%	?	-2.2	1%	0.9	-23%	-7	1%
CC(C)(C)C(=O)Nc1ccccc1-c1nc2ccccc2[nH]c1=O	2%	-3%	-1.4	-2%	-2.2	5%	-1	-3%
COc1ccc(-n2c(C)cc(C(=O)COc3ccc(-n4cnnn4)cc3)c2C)cc1	-8%	-1%	-1.4	-2%	-0.1	-4%	-2	-8%
N#CC1(NC(=O)CSc2nc3ncc(Cl)cc3[nH]2)CCCCC1	5%	-23%	0.6	9%	1.1	-3%	3	-4%
Cc1nc(N)nc(C)c1Cc1ccccc1	11%	-12%	-0.2	2%	-3.9	12%	-1	-2%
O=C(NC1CCCc2ccccc21)c1cccc(S(=O)(=O)N2CCOCC2)c1 (stereo not given)	-8%	-3%	1.4	-8%	-1.3	-2%	-1	2%
CSCCC(NC(N)=O)C(=O)Nc1ccc(C)cc1 (stereo not given)	-5%	?	0.9	-3%	-0.1	8%[57.1 µM]	0	-8%
CC1(c2ccc(OC(F)F)cc2)NC(=O)N(CC(=O)Nc2ccc3[nH]c(=O)[nH]c3c2)C1=O (stereo not given)	-9%	-6%	1.2	7%	0.9	-19%	-4	10%
O=C(NC1CCN(C(=O)Nc2ccccc2Cl)CC1)c1ccccc1	-3%	-4%	1.2	5%	1.4	-9%	1	4%
COc1ccc(S(=O)(=O)NC(C)C(=O)N2CCCC2)cc1Cl (stereo not given)	?	-3%	0.6	11%	0.3	-11%	0	10%
c1ccc(COc2ncnc3c2ncn3CCCN2CCN(c3ncccn3)CC2)cc1	-4%	-5%	1.9	6%	-2.0	-2%	7	6%
O=C(CNC(=O)N1CC(=O)Nc2ccccc21)NCc1ccccc1Cl	-7%	-20%	-1.6	14%	0.9	4%	-4	4%
COc1ccc(OC)c(NC(=O)CCC(=O)N(Cc2ccc(OC)c(OC)c2)c2nccs2)c1	-15%	-4%	-0.1	16%	-2.8	1%	0	17%
NC(=O)CC(NC(=O)Cc1ccc(Cl)cc1)c1ccc(N2CCC(Cc3ccccc3)CC2)c([N+](=O)[O-])c1 (stereo not given)	-16%	4%	2.1	2%	0.3	-1%	6	1%
CCCCc1nc(Cl)c(C#N)c2c1CCC2	-6%	-2%	-0.3	2%	0.5	0%	-2	2%
C=CCN(c1ccccc1)S(=O)(=O)c1cc2c(cc1C)N(C)CCO2	-7%	-4%	-1.5	-5%	-2.9	-3%	1	11%
O=C(NCC1CC1)c1cccc2c(-c3ccc(F)c(F)c3)coc12	-1%	-4%	1.0	7%	-0.2	-9%	-1	8%
O=P(Cc1cc[n+]([O-])cc1)(c1ccccc1)c1ccccc1	-20%	-9%	-1.2	6%	-0.2	4%	-2	-14%[15.6 µM]
COCCNC(=O)c1c(NC(=O)c2nc(SC)ncc2Cl)sc2c1CCCC2	-10%	4%	-1.7	3%	?	-8%	/	5%
CCOC(=O)C1=C(Cc2ccc(Cl)cc2)C(=O)c2ccccc2C1=O	-16%	4.7µM*	0.7	6%	1.2	35µM*	/	6%
CCc1ccccc1NC(=O)CNC(=O)CNC(=O)c1cccs1	-20%	-12%	1.3	5%	2.0	-6%	-1	8%
O=C(CC1C(=O)NCCN1CC1CCCCC1)NCc1ccccc1Cl (stereo not given)	2%	-12%	-0.1	8%	-1.8	8%	1	0%
CC(=O)N1c2ccc(S(=O)(=O)N3CCC(C(=O)N4CCN(c5ccccc5F)CC4)CC3)cc2CC1C (stereo not given)	8%	-16%	-1.0	4%	-5.0	3%	3	7%
O=C(CSc1ccc2c(c1)OCCO2)NC(=O)NC1CCCC1	-4%	?	1.7	9%	-2.0	0%	-2	2%
Cc1cccc(C)c1NC(=O)CNC(=O)C1CCCC1	-1%	4%	-1.2	4%	1.1	-1%	1	0%
O=C(N/N=C/c1ccccc1O)c1ccc2c(c1)OCO2	?	-11%	-2.2	-1%	-1.7	2%	0	5%
CCOc1c2ccc(C(=O)NCc3ccco3)cc2nn1CCOC	-2%	-5%	-0.7	3%	1.3	-5%	4	5%
CC(=O)Cc1nsc(NC(=O)c2ccc(COc3cccc(C)c3)o2)n1	-12%	-16%	0.4	1%	-2.9	3%	-2	-1%
Cc1nn(C)cc1C(=O)Nc1c(C)nn(Cc2ccccc2Cl)c1C	8%	-14%	-4.8	2%	0.1	5%	-7	3%
CC1CCN(C(=O)COC(=O)Cc2c[nH]c3ccccc23)CC1	10%	1%	0.4	-3%	-1.6	-30%	6	7%
Cc1cc(N2CCOCC2)nc(-c2ccccc2O)n1	13%	-6%	-1.0	2%	-0.3	3%	0	4%
Nc1cccc(Oc2c(F)c(F)c(Oc3cccc(N)c3)c(F)c2F)c1	-22%	-1%	-3.8	8%	-3.2	-9%	3	10%
CC(C)c1ccc(CC(=O)N2CCC2(C)C(=O)Nc2ccc3c(c2)OCO3)cc1 (stereo not given)	-21%	-1%	0.0	-15%	-0.5	2%[57.1 µM]	7	11%
CCNC(=O)NC(=O)C(C)OC(=O)Cc1coc2cc3c(cc12)CCC3 (stereo not given)	6%	5%	-2.2	9%	-3.9	-9%	-8	-2%
O=C(NCc1cccc(C(F)(F)F)c1)c1[nH]c(C(F)(F)F)nc1-c1ccccc1	-25%	-16%	-1.8	-5%	0.0	-5%	-17	10%
Cc1cc(C)c(-c2c(O)c3cccc4c3n(c2=O)CCC4)c(C)c1	-12%	-23%	0.2	3%	0.1	-5%	6	3%
CC(C)N(C(=O)[C@H]1C[C@H](CC(=O)NCC23CC4CC(CC(C4)C2)C3)C(=O)N2CCc3c([nH]c4cc(CCC(=O)N(C)C)ccc34)[C@]12C)C(C)C	-9%	3%	1.7	-11%	-0.5	-10%	2	-10%
CC1CCCCC1NC(=S)NC(=O)c1ccccc1Cl (stereo not given)	-28%	-5%	1.3	2%	-0.1	-17%	13	15%
OC(COCCC12CC3CC(CC(C3)C1)C2)CN1CCCC1 (stereo not given)	-11%	-20%	-2.1	3%	0.7	-1%	4	10%
Cc1ccc(S(=O)(=O)N2CCN(C(=O)N3CCCCC3)CC2)c(C)c1	-5%	-14%	-2.5	3%	-1.8	2%	1	4%
COc1ccccc1-c1nnc(SCC(=O)Nc2c(Cl)cccc2Cl)o1	-11%	-13%	0.8	10%	-1.8	1%	-4	5%
COC(=O)N1CCN(c2ccc(Cl)c(Cl)c2)CC1	2%	-2%	1.1	-3%	0.7	3%	/	-15%
CC(/C=N/n1c(-c2ccc(Cl)cc2)n[nH]c1=S)=C\c1ccco1	?	-29%	-21	-5%	0.0	-12%[11.6 µM]	?	-16%

Shown with each value named: 4 of the compounds above
> Cc1ccc(S(=O)(=O)N2CCN(C(=O)N3CCCCC3)CC2)c(C)c1
  EPAC1 antag: -5%
  PLK1 PBD block: -14%
  CCT chaperon mod: -2.5
  EPAC1 ag: 3%
  IL-2 act: -1.8
  WRN helicase inh: 2%
  PI5P4Ka inh: 1
  EPAC2 agonist: 4%

> CCOc1c2ccc(C(=O)NCc3ccco3)cc2nn1CCOC
  EPAC1 antag: -2%
  PLK1 PBD block: -5%
  CCT chaperon mod: -0.7
  EPAC1 ag: 3%
  IL-2 act: 1.3
  WRN helicase inh: -5%
  PI5P4Ka inh: 4
  EPAC2 agonist: 5%

> O=C(N/N=C/c1ccccc1O)c1ccc2c(c1)OCO2
  EPAC1 antag: ?
  PLK1 PBD block: -11%
  CCT chaperon mod: -2.2
  EPAC1 ag: -1%
  IL-2 act: -1.7
  WRN helicase inh: 2%
  PI5P4Ka inh: 0
  EPAC2 agonist: 5%

> CC1CCN(C(=O)COC(=O)Cc2c[nH]c3ccccc23)CC1
  EPAC1 antag: 10%
  PLK1 PBD block: 1%
  CCT chaperon mod: 0.4
  EPAC1 ag: -3%
  IL-2 act: -1.6
  WRN helicase inh: -30%
  PI5P4Ka inh: 6
  EPAC2 agonist: 7%

Bioassay records deposited in PubChem by National Center for Advancing Translational Sciences (NCATS).

This is a subset; the hit share may differ from the screen's.
